GSTO1 counter: inhibitors of recombinant GSTO1, primary screen, counter-screen for RBBP9 inhibitor project, biochemical, fluorescence polarization | 300,000 tested, 1.1% active | inhibition, % at 5.96 µM | activity-based probe fluorescence polarization | Glutathione S-transferase omega-1 (Homo sapiens), P78417;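 active = inhibition above the campaign mean inhibition plus 3 SD, cut at about 35% in these data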;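 also: 0% = GSTO1-1 with DMSO and 100% = wells lacking GSTO1-1 enzyme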
PAFAH1B2 inh: PAFAH1B2 enzyme inhibitors, primary screen, biochemical, fluorescence polarization, human; Platelet-activating factor acetylhydrolase IB subunit alpha2 (Homo sapiens), P68402; recombinant PAFAH1B2, FP-rhodamine activity probe; inhibition, % at 3.39 µM; 340,000 tested, 1.2% active; AID 492953, 2010;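 active = inhibition above the mean of all tested compounds plus 3 SD, cut at about 24% in these data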;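 also: 0% = enzyme with DMSO and 100% = wells lacking PAFAH1B2; many of its hits are not listed in these tables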
pPAFAH FP inh: pPAFAH enzyme inhibitors, primary screen, biochemical, fluorescence polarization, human. recombinant pPAFAH, FP-rhodamine probe fluorescence polarization. inhibition, % at 3.39 µM. 330,000 tested, 1.5% active. AID 463082, 2010;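 active = inhibition above the mean inhibition across the screen plus 3 SD, cut at about 25% in these data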;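 also: inhibitors block binding of the rhodamine activity-based probe so polarization drops; 0% = enzyme with DMSO and 100% = wells lacking pPAFAH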
PME-1 inh: PME-1 inhibitors via competitive probe labeling, primary screen, biochemical, fluorescence polarization, FP-Rh probe, HTS. Protein phosphatase methylesterase 1 (Homo sapiens), Q9Y570. recombinant PME-1. inhibition, % at 5.9 µM. 320,000 tested, 0.53% active;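 active = inhibition above the campaign mean of all compounds plus 3 SD, cut at about 26% in these data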;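 also: competitive labeling of PME-1 active site by serine hydrolase directed probe; 0% = PME-1 with DMSO and 100% = wells lacking PME-1 enzyme; inhibitors block probe labeling so polarization falls and inhibition rises; many of its hits are not listed in these tables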
LYPLA1 counter: LYPLA1 inhibitors, primary screen, counter-screen for PME1 inhibitor project, biochemical, fluorescence polarization, FP-Rh probe ABPP; 320,000 tested, 0.16% active; recombinant LYPLA1; AID 2174, 2009; Acyl-protein thioesterase 1 (Homo sapiens), O75608; inhibition, % at 5.9 µM;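 active = inhibition above the mean of all tested compounds plus 3 SD, set per campaign, cut at about 14% in these data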;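 also: inhibitors block serine hydrolase probe labeling of LYPLA1 so polarization falls; 0% = enzyme with DMSO and 100% = wells lacking LYPLA1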
Target sequence (O75608 whole entry, looked up): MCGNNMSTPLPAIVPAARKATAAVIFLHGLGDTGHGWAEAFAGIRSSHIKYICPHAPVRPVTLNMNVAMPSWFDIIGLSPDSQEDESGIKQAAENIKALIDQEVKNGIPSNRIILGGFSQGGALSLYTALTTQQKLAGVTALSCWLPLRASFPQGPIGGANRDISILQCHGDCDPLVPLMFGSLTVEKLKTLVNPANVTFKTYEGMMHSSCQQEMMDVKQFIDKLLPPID
Fam108B counter: mouse Fam108B serine hydrolase inhibitors, primary screen, counter-screen for RBBP9 inhibitor project, biochemical, fluorescence polarization | AID 1947, 2009 | recombinant Fam108B, FP-Rh probe fluorescence polarization | inhibition, % at 9.51 µM | 300,000 tested, 0.33% active;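 active = inhibition above the screen mean inhibition plus 3 SD, computed separately per campaign, cut at about 18% in these data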;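 also: inhibitors lower polarization as less probe binds the enzyme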
PAFAH1B3 FP inh: PAFAH1B3 enzyme inhibitors, primary screen, biochemical, fluorescence polarization, human. recombinant PAFAH1B3, FP-rhodamine probe. inhibition, % at 3.39 µM. 340,000 tested, 0.28% active. AID 492972, 2010;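 active = inhibition above the screen-wide average of all tested compounds plus 3 SD, cut at about 25% in these data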;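 also: 0% = enzyme with DMSO only and 100% = wells lacking PAFAH1B3 protein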
PAD4 inh: human PAD4 inhibitors, primary screen, biochemical, fluorescence polarization, 1536-well format. inhibition, % at 6.36 µM. 330,000 tested, 0.41% active. Protein-arginine deiminase type-4 (Homo sapiens), Q9UM07. recombinant PAD4, RCA probe fluorescence polarization. AID 485272, 2010;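 active = percent inhibition above a cutoff equal to the mean of all tested compounds plus 3 SD, cut at about 15% in these data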;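 also: 0% = PAD4 with RCA probe and DMSO and 100% = probe without PAD4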
Target sequence (Q9UM07 whole entry, looked up): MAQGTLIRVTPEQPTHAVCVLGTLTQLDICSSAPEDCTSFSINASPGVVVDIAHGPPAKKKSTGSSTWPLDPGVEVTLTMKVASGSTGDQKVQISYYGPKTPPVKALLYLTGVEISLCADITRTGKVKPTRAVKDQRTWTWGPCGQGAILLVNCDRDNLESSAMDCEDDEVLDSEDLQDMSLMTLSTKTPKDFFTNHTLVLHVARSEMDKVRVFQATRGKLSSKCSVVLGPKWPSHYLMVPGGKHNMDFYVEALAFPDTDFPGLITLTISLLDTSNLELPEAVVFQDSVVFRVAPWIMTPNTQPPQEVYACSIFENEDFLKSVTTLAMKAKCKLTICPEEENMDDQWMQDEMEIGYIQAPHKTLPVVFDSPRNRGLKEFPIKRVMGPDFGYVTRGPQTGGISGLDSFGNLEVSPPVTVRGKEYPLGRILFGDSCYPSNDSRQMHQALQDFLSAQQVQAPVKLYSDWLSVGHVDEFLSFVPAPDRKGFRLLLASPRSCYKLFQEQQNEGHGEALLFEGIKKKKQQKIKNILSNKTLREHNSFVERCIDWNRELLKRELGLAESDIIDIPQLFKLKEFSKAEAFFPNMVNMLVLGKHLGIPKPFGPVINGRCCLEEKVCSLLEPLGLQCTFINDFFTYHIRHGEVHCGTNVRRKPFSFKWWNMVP
PAFAH2 inh: PAFAH2 enzyme inhibitors, primary screen, biochemical, fluorescence polarization, human. 340,000 tested, 0.99% active. recombinant PAFAH2, FP-rhodamine activity probe. inhibition, % at 3.39 µM. AID 492956, 2010;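 active = inhibition above the mean over all tested compounds plus 3 SD, cut at about 30% in these data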;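 also: inhibitors block probe labeling of enzyme so polarization drops; 0% = enzyme with DMSO and 100% = wells lacking PAFAH2 protein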
Numbers without * were called inactive; · = no result given. Some of the compounds tested, so the mix of outcomes need not match the whole.

1) O=c1[nH]c2c(n(C3CCCCC3)c1=O)CCC2
2) CCCC(=O)Nc1cccc(-c2nc3ccccc3o2)c1
3) CC1(OC(=O)c2ccco2)C(=O)C=C2C=C(C3CC3)OC=C2C1=O (centres undefined)
4) COc1cccc(N(C(=O)c2ccco2)C(C(=O)NC2CCCC2)c2ccc(N(C)C)cc2)c1 (centres undefined)
5) O=C(CC1S/C(=N\S(=O)(=O)c2ccc(F)cc2)N(c2ccccc2)C1=O)Nc1ccccc1 (centres undefined)
6) O=C(NCc1ccccc1)c1csc(-c2cccnc2)n1
7) CN(C[C@H](Cc1ccccc1)N(C[C@@H](CC1CCCCC1)N(CCc1ccccc1)N=O)N=O)N=O
8) CC1(C)CC(=O)c2c(-c3cccnc3)n[nH]c2C1
9) Cc1ccc(S(=O)(=O)N2CCN(C(=O)CSc3nnc(C)s3)C2)cc1
10) OCC[C@H]1C[C@H](O)[C@@H](O)[C@@]2(OCc3ccccc32)O1

entry no. | 1 | 2 | 3 | 4 | 5 | 6 | 7 | 8 | 9 | 10
GSTO1 counter | 7 | -2 | 30 | -2 | -7 | -9 | -1 | -1 | 7 | 1
PAFAH1B2 inh | 0 | -6 | 9 | 2 | 13 | 12 | 3 | 1 | 9 | 0
pPAFAH FP inh | 6 | 0 | 28* | 9 | 3 | -2 | 0 | 5 | 22 | 5
PME-1 inh | 6 | -3 | 20 | -2 | 0 | -2 | -2 | 7 | 0 | 7
LYPLA1 counter | 3 | -4 | 21* | 7 | -4 | -3 | -1 | -1 | -5 | 3
Fam108B counter | 0 | -2 | 14 | 2 | 0 | 10 | 1 | 1 | -1 | 6
PAFAH1B3 FP inh | 14 | 1 | 3 | 7 | 8 | 6 | -1 | 1 | 1 | -2
PAD4 inh | 1 | -5 | 20* | -7 | -2 | 5 | 1 | -2 | 2 | -1
PAFAH2 inh | -1 | 2 | 12 | 9 | -6 | 1 | 2 | -2 | -8 | 3

11) Cc1ccc(CCNC(=O)C(C)n2nc(C)c3c(C)n(-c4ccccc4)nc3c2=O)cc1 (centres undefined)
12) CN(C(=O)CSc1nnc(Cc2cccc3ccccc23)n1N)C1CCS(=O)(=O)C1 (centres undefined)
13) COc1ccc(NC(=O)c2ccc(N3C(=O)C4CC=C(C)CC4C3=O)cc2)c(OC)c1 (centres undefined)
14) CCOC(=O)C1=C(C)NC(=S)NC1C (centres undefined)
15) CCc1cc(C(=O)N2CCN(S(=O)(=O)c3ccccc3F)CC2)sc1C
16) O=C(CCc1ccccc1)NNC(=O)Nc1ccc(F)c(Cl)c1
17) COc1ccc(C/C(C)=N/NC(=O)c2ccncc2)cc1
18) O=C(O)CSCc1c(F)cccc1Cl
19) Cc1cccc(NC(=O)c2cc(NC(=O)C3CCCCC3C(=O)O)ccc2Cl)n1 (centres undefined)
20) COc1ccc(C(=O)N(Cc2ccccc2)c2cccc(C)c2)cc1S(=O)(=O)N1CCOCC1

entry no. | 11 | 12 | 13 | 14 | 15 | 16 | 17 | 18 | 19 | 20
GSTO1 counter | -5 | 14 | -1 | 2 | · | -4 | 5 | 2 | 9 | -10
PAFAH1B2 inh | 6 | 6 | 6 | 0 | 8 | 8 | -3 | -1 | 3 | -3
pPAFAH FP inh | 9 | 4 | 2 | -1 | 6 | 0 | 3 | 3 | -4 | -2
PME-1 inh | 6 | 2 | -2 | 7 | 3 | -3 | 1 | 11 | 0 | 7
LYPLA1 counter | 2 | -1 | -4 | 1 | 1 | -1 | 5 | -1 | -2 | 2
Fam108B counter | 1 | 0 | 1 | 2 | · | 1 | 2 | -3 | 5 | -2
PAFAH1B3 FP inh | 5 | -1 | 11 | 2 | 1 | 4 | 6 | 5 | 4 | 2
PAD4 inh | 2 | -4 | 0 | 4 | -1 | -1 | -7 | -3 | -2 | 1
PAFAH2 inh | 3 | 4 | 0 | 5 | 3 | -1 | -3 | -4 | -7 | -3

21) COc1ccc(OC)c(/C=N/NC(=O)c2cc[n+](CC(=O)c3ccccc3)cc2)c1
22) COc1ccc(-c2csc(N3CCC(C(N)=O)CC3)n2)cc1
23) N#Cc1ccccc1COc1ccc(/C=C/C(=O)O)cc1
24) CCOC(=O)N1CCC(NC(=O)c2cc(C(=O)Nc3ccc(S(=O)(=O)N4CCOCC4)cc3)ccc2CO)CC1
25) O=C(CN1C(=O)COc2ccccc21)NCCCN1CCOCC1
26) CSc1ccccc1NC(=O)CSc1nnc(CNC(=O)c2ccccc2F)n1C
27) COc1cccc(N2CCN(CC(=O)Nc3ccc(SC(F)F)cc3)CC2)c1
28) Cc1ccc(NC(=O)CC2SC(=NCC3CCCO3)NC2=O)cc1Cl (centres undefined)
29) CCN(CC)CCN(CC)Cc1ccccc1Br
30) CCOC(=O)CN1CC23C=CC(O2)C(C(=O)NCc2cccs2)C3C1=O (centres undefined)

entry no. | 21 | 22 | 23 | 24 | 25 | 26 | 27 | 28 | 29 | 30
GSTO1 counter | 9 | · | 1 | 4 | 1 | -3 | 3 | -4 | -11 | 1
PAFAH1B2 inh | 3 | 1 | 5 | 5 | 5 | 5 | 4 | 3 | 5 | 4
pPAFAH FP inh | 8 | 6 | 1 | -1 | -7 | -2 | 9 | -2 | -7 | 0
PME-1 inh | 1 | · | -6 | -13 | -1 | 5 | -6 | -2 | -10 | -2
LYPLA1 counter | -3 | · | -1 | -7 | -1 | -1 | -2 | -3 | -2 | -1
Fam108B counter | 4 | · | -5 | -6 | -3 | 0 | -1 | 4 | 0 | 2
PAFAH1B3 FP inh | 7 | 1 | 4 | 2 | 1 | 1 | 12 | 1 | -4 | 3
PAD4 inh | 0 | 1 | 1 | -4 | -2 | 5 | 1 | 1 | -5 | -2
PAFAH2 inh | 7 | -2 | -3 | 6 | 9 | -6 | 2 | 2 | 3 | 3

31) Cc1cccn2c(=O)c(/C=N/O)c(N3CCOCC3)nc12
32) COc1ccc([N+](=O)[O-])cc1NC(=O)N(C)Cc1ccco1
33) CCc1c(C)c2c(C)nn(-c3ccccc3)c2[nH]c1=O
34) CC(C)CN1C(=O)N(c2ccc(Cl)cc2)C(C)(O)CC1(C)C (centres undefined)
35) CCOC(=O)C1C(c2cccs2)NC(=O)N(C)C1(O)C(F)(F)F (centres undefined)
36) CCc1c(C)nc(SCC(=O)N2C(C)CCCC2C)[nH]c1=O (centres undefined)
37) COc1ccc(O)c(-c2nc(N)nc(N)n2)c1
38) Cc1sc(NC(=O)c2oc3ccccc3c2C)c(C#N)c1C
39) Cc1cccc2nc(=S)n(C(=O)c3ccco3)n12
40) O=C1/C(=C/c2cccnc2)SC(=S)N1CCc1ccccc1

entry no. | 31 | 32 | 33 | 34 | 35 | 36 | 37 | 38 | 39 | 40
GSTO1 counter | 4 | -9 | 4 | -5 | 7 | 1 | · | 6 | -2 | -8
PAFAH1B2 inh | · | 9 | -2 | 14 | 8 | · | 0 | 2 | 3 | 16
pPAFAH FP inh | -4 | 0 | 0 | -2 | 7 | -8 | 2 | 3 | 3 | -1
PME-1 inh | 0 | 5 | 1 | -6 | 2 | 0 | 2 | -3 | -4 | 4
LYPLA1 counter | 0 | 5 | -1 | 0 | 4 | -4 | 3 | 3 | -4 | 1
Fam108B counter | 6 | -1 | 2 | -1 | 2 | -1 | · | 1 | 1 | -1
PAFAH1B3 FP inh | · | 3 | -1 | 14 | 6 | · | -1 | 1 | 8 | 7
PAD4 inh | -4 | -9 | 1 | -2 | -3 | -3 | -2 | -2 | 1 | -23
PAFAH2 inh | · | -4 | 3 | -6 | 5 | · | -8 | -1 | 5 | 5

41) CC1(C)OC(c2ccccc2)=C/C(=C\C=N\NC(=O)c2ccncc2)O1
42) CC(C)OC(=O)/C(=C\C=C\c1ccccc1)NC(=O)c1ccccc1
43) COc1ccc(N2CCN(C(=O)C3CCCN(S(=O)(=O)c4ccc(C)cc4)C3)CC2)cc1 (centres undefined)
44) NS(=O)(=O)OCC(Cc1ccccc1)N1C(=O)c2ccccc2C1=O (centres undefined)
45) C=CCn1c(COc2ccc(OC)cc2)nnc1SCn1nnc2ccccc2c1=O
46) Cc1ccccc1CNC(=O)C(=O)NCC1CCCN1S(=O)(=O)c1ccccc1 (centres undefined)
47) COc1cc(-c2nnc3n2N=C(c2ccccc2)CS3)cc(OC)c1OC
48) CC(C)COc1ccc(C(=O)OC2CC(C)(C)OCC2CN(C)C)cc1 (centres undefined)
49) CCCCc1ccc(NC(=O)C(C)CC)cc1 (centres undefined)

entry no. | 41 | 42 | 43 | 44 | 45 | 46 | 47 | 48 | 49
GSTO1 counter | 2 | -9 | -1 | 3 | 9 | 2 | -3 | 7 | 6
PAFAH1B2 inh | · | 4 | 12 | 8 | -1 | 7 | 3 | -6 | 2
pPAFAH FP inh | 15 | 6 | -2 | -1 | 6 | -1 | -12 | -2 | 2
PME-1 inh | 11 | 5 | 5 | 4 | -3 | 2 | 3 | -4 | 6
LYPLA1 counter | -1 | 1 | 1 | -2 | -1 | 0 | -1 | 1 | -2
Fam108B counter | 3 | 0 | -3 | -2 | 2 | -4 | -3 | 5 | -8
PAFAH1B3 FP inh | · | 6 | -2 | -1 | 1 | -4 | 3 | -2 | 2
PAD4 inh | -1 | -5 | -7 | 0 | -8 | -7 | 0 | 3 | -6
PAFAH2 inh | · | 6 | -6 | 1 | -2 | 6 | 5 | -3 | -2

Source: PubChem BioAssay (The Scripps Research Institute Molecular Screening Center)
